Compound activity: PubChem, several laboratories
BoNT A protease: inhibitors of Botulinum neurotoxin A light chain protease; multiplex microsphere protease substrate cleavage, flow cytometry; inhibition, % at 10 µM; hit rate 0.17% among 360,000; AID 588499; also: plate controls were buffer without enzyme for full effect and enzyme alone for no effect
FadD28 FP inh: blocks FadD28 binding to the bisubstrate probe | fluorescence polarization | inhibition, % at 12.5 µM | hit rate 0.22% among 360,000 | AID 588549; in the data active = inhibition above about 8.5%, passing the limit was not always enough; inconclusive = no clear call, values can overlap the other calls
BoNT F protease: blocks Botulinum neurotoxin F light chain protease. hit rate 0.22% among 360,000. inhibition, % at 10 µM. Multiplex microsphere protease cleavage assay, flow cytometry; in the data active = inhibition above about 35%, passing the limit was not always enough; inconclusive = no clear call, values can overlap the other calls; also: plate controls were buffer without enzyme for full effect and enzyme alone for no effect
Mtb UGM inh: Mtb UDP-galactopyranose mutase inhibition | inhibition, % at 10 µM | purified UGM, fluorescence polarization probe displacement | P9WIQ1 | hit rate 0.06% among 320,000 | AID 504406; in the data active = inhibition above about 10%, passing the limit was not always enough; inconclusive = no clear call, values can overlap the other calls
Anthrax LF prot: inhibitors of Bacillus anthracis lethal factor protease | multiplex microsphere protease cleavage assay, LF | P15917 | hit rate 0.12% among 360,000 | inhibition, % at 10 µM | AID 588501; also: plate controls were buffer without enzyme for full effect and enzyme alone for no effect
Target sequence (P15917 whole entry, looked up): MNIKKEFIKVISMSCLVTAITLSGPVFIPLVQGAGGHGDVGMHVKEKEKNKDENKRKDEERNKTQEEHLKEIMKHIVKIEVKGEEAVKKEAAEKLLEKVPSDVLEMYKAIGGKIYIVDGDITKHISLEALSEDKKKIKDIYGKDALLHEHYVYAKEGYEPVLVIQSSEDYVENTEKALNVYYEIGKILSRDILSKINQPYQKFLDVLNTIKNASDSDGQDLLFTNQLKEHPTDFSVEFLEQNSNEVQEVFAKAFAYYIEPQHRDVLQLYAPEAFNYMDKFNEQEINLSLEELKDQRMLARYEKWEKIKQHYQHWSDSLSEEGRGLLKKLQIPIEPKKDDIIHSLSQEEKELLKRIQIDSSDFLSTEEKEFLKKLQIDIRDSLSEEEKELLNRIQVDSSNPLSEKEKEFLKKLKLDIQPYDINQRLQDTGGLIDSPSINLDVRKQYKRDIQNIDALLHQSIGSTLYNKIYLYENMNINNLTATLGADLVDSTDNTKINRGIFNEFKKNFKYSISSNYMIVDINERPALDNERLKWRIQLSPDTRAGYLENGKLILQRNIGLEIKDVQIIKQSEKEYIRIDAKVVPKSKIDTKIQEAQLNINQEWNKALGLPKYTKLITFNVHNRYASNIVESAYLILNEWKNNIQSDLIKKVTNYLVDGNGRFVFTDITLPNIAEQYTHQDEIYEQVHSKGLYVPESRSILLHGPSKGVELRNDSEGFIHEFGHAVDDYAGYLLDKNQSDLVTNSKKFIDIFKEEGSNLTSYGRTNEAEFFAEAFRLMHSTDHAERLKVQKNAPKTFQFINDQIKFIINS
PfHsp40 rescue: rescue of PfHsp40-mediated yeast toxicity | S. cerevisiae expressing PfHsp40, growth rescue, ATP luminescence | growth rescue, % at 12.5 µM | hit rate 0.68% among 340,000; in the data active = growth rescue above about 28%, passing the limit was not always enough; inconclusive = no clear call, values can overlap the other calls;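 also: yeast W303a lacking pdr1 and pdr3 grown in galactose medium; growth measured after three days at 30 °C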
BioA inh: blocks M. tuberculosis BioA enzyme activity | hit rate 0.096% among 360,000 | AID 602481 | inhibition, % at 9.99 µM | purified M. tuberculosis BioA enzyme, plate reader; in the data active = inhibition above about 40%; inconclusive = no clear call, values can overlap the other calls
FBA Mtb inh: Mtb fructose-bisphosphate aldolase inhibition | inhibition, % at 1 µM | purified M. tuberculosis FBA, fluorescence read-out | P9WQA3 | hit rate 2.3% among 360,000; in the data active = inhibition above about 27%;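 also: 0% = vehicle and 100% = reference inhibitor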
GDH-TPI counter: counter-screen for M. tuberculosis FBA inhibitors: GDH-TPI coupled enzymes | GDH-TPI coupled enzyme counterscreen, NADH absorbance | inhibition, % at 4.8 µM | hit rate 1.2% among 360,000 | AID 588335; in the data active = inhibition above about 30%;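 also: 0% = DMSO wells and 100% = wells lacking the enzyme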
* hit, by the source's call; ? = inconclusive; / = not tested or not shown. Rule as the data show it, unless noted: active = inhibition above about 30%; inconclusive = no clear call, values can overlap the other calls; inactive = below that.

SMILES | BoNT A protease | FadD28 FP inh | BoNT F protease | Mtb UGM inh | Anthrax LF prot | PfHsp40 rescue | BioA inh | FBA Mtb inh | GDH-TPI counter
Cn1nc(C(F)(F)F)c(-c2cccc(C(F)(F)F)c2)c1NC(=O)Nc1ccc(F)cc1 | / | 0.2 | / | 0.0 | / | / | 0.5 | -2 | 2
C=CCn1c(SCc2cc(=O)n3ccsc3n2)nc2cc(Cl)ccc2c1=O | -0.2 | -1.2 | 1 | 1.2 | -2 | 1.1 | / | -2 | 1
C/C(=N\NC(=O)COc1ccc(C(C)(C)C)cc1)c1ccc(-n2ccnc2)cc1 | -2.0 | -4.2 | -6 | 0.6 | -3 | -0.2 | 0.8 | 1 | -1
Cc1ccccc1OCCC(=O)Nc1ccc(N2CCOCC2)cc1N1CCOCC1 | 0.3 | -2.5 | 15 | 2.8 | 1 | 1.5 | 6.5 | 0 | 0
OC(c1ccc(Cl)cc1)c1ncc(-c2cccc(C(F)(F)F)c2)[nH]1 (stereo unspecified) | -0.6 | -2.0 | -4 | / | -7 | / | -0.6 | -2 | 3
O=C(NC1CC1)C1Nc2ccc(OC(F)(F)F)cc2C2C=CCC12 (stereo unspecified) | 0.9 | -1.7 | 12 | 2.6 | -14 | 0.2 | -0.4 | -2 | 3
CCN1C(=O)[C@@H]2[C@@H](c3ccc(-c4ccccc4)cc3)N3CCC[C@@]3(C(=O)OC)[C@@H]2C1=O | -0.7 | -4.3 | 4 | 0.7 | -4 | 0.6 | -1.4 | 0 | 3
CC(NC(=O)C1CCN(C(=O)c2ccc(F)cc2)CC1)c1ccc(-n2ccnc2)cc1 (stereo unspecified) | -1.5 | -2.3 | -8 | 1.8 | -7 | 1.4 | 1.8 | 0 | -5
O=C(CSc1nc(-c2ccccc2)cs1)N1CCc2ccccc21 | -0.5 | -1.2 | 5 | -3.5 | 0 | 0.7 | -3.5 | 1 | -3
Clc1cc(Cl)c2nc(N3CCCCC3)sc2c1 | -0.8 | -0.9 | -6 | 1.1 | 0 | 0.8 | 1.9 | 3 | -3
COc1ccc(N=C2S/C(=C\c3ccc(Cl)c([N+](=O)[O-])c3)C(=O)N2CCN(C)C)cc1 | -1.0 | 2.4 | -13 | 0.2 | -9 | -0.4 | -0.4 | -2 | 10
O=C(c1cnccn1)N1CCN(c2ccccc2F)CC1 | -1.1 | -0.6 | -23 | -1.4 | -1 | -1.2 | / | 1 | 7
c1ccc2[nH]c(SCc3cscn3)nc2c1 | -2.4 | -1.7 | -6 | 3.0 | 0 | -0.2 | -1.3 | -1 | 10
CCOc1cccc(N(C(=O)C2COc3ccccc3O2)C(C(=O)NC2CCCCC2)c2ccc(O)cc2)c1 (stereo unspecified) | -0.2 | -0.9 | 2 | -1.3 | 0 | -0.2 | / | 1 | 11
CC1CCCC(C)N1S(=O)(=O)c1ccc(NC(=O)c2ccccc2C(=O)N2CCOCC2)cc1 (stereo unspecified) | -1.7 | 0.1 | -11 | -3.6 | 2 | 0.9 | -3.8 | 0 | 4
O=C(Nc1ccc(-c2noc(-c3ccccc3F)n2)cc1)c1cccs1 | -0.8 | -5.3 | -5 | -1.6 | 1 | -2.2 | 0.4 | -1 | -4
N#CCCN(C(=O)Nc1ccc(Cl)cc1)c1ccccc1 | 0.7 | -5.4 | 7 | 0.4 | 5 | 0.0 | 7.5 | 1 | -1
CC(C)n1nccc1N(Cc1ccc(Cl)cc1)S(=O)(=O)c1ccccc1 | -1.3 | -3.5 | 1 | -1.5 | -1 | 0.6 | -0.9 | 2 | 14
CN(C)c1ccc(C(=O)C(=O)c2ccccc2)cc1 | 1.1 | -1.6 | -7 | 0.4 | -2 | 0.3 | / | -3 | 9
Cc1[nH]n(-c2ccccc2)c(=O)c1N=Nc1ccccc1C(=O)N1CCCCC1 | -1.3 | -1.6 | -4 | 0.8 | 3 | 2.1 | -1.1 | 1 | -2
O=C(CSc1nnc(-c2ccncc2)n1-c1ccccc1)N1CCN(c2ccc(Cl)cc2)CC1 | 0.3 | -2.9 | 6 | 1.1 | -2 | -1.4 | 1.0 | -7 | -1
Cc1cccc(Cn2c(=O)n(Cc3ccco3)c(=O)c3ccccc32)c1 | -0.3 | 0.7 | 4 | 0.0 | -6 | -0.1 | -2.7 | 3 | -10
O=C(Nc1cccc(S(=O)(=O)N2CCCCC2)c1)Nc1ccc(Cl)cc1Cl | -0.3 | 2.9 | -1 | 3.8 | -2 | -0.6 | / | -4 | 9
O=C(NCC(c1ccco1)N1CCN(c2ccccc2)CC1)c1ccco1 (stereo unspecified) | 1.1 | 0.2 | 9 | -0.1 | -2 | 1.8 | 0.8 | -1 | 5
C=CCSC1=N/C(=C/c2ccsc2)C(=O)N1c1ccccc1 | -0.4 | -1.0 | 1 | 0.4 | -1 | -0.1 | / | -7 | 6
Fc1ccc2c(c1)C(c1ccncc1)=NNC(c1cccnc1)=N2 | ? | -0.1 | ? | 0.3 | ? | -2.2 | 23 | 1 | 2
N#C/C(=C/c1ccccc1)C(=O)OCC(=O)Nc1ccccc1[N+](=O)[O-] | -0.1 | -1.0 | -4 | 1.1 | -4 | -1.0 | -1.4 | -3 | 11
COc1ccc(-c2nn(-c3ccccc3C)cc2CNCCc2cnc[nH]2)cc1F | -0.1 | -3.4 | -12 | -1.4 | -1 | 0.7 | 0.0 | 6 | 1
O=C(NCCCCc1ccccc1)Nc1ccc(F)cc1F | 0.6 | -0.6 | ? | -0.7 | -2 | 0.4 | 1.7 | 5 | 7
Cn1cc(CNC(=O)Nc2ccc3c(c2)OCO3)cn1 | 0.7 | -3.3 | -18 | -1.9 | 6 | -0.4 | -0.9 | 0 | 6
O=C1c2ccccc2C(=O)N1OCCOCCOCCBr | -1.4 | -1.3 | -4 | 0.7 | -3 | -0.3 | -1.3 | 1 | 4
COc1cc(CCC(=O)Nc2nccs2)cc(OC)c1OC | -0.4 | -3.5 | 5 | -2.6 | -17 | 0.4 | 0.1 | -1 | -11
COc1ccc(-c2nc(NC(=O)c3c(C)noc3C)sc2C)cc1 | -0.3 | -3.2 | -6 | / | 1 | -1.1 | -1.0 | -3 | 6
Cc1ccc(S(=O)(=O)NCc2csc(C)n2)cc1 | 1.7 | 0.1 | -28 | -2.9 | 10 | / | -0.5 | -1 | 4
Cc1sc2ncnc(SCC(=O)N3CCCC3)c2c1C | 0.4 | -0.1 | 2 | 0.9 | -3 | -0.1 | -0.5 | -2 | -3
CNS(=O)(=O)c1cc(Nc2ncnc3sccc23)ccc1C | -0.3 | -3.6 | ? | -7.9 | -3 | -0.4 | 24 | -1 | 4
COc1ccccc1NC(=O)c1oc2ccc(C)cc2c1C | 0.5 | -2.6 | ? | 0.3 | -6 | 0.3 | -2.3 | 3 | 6
Cc1cc(C(=O)Nc2ccc(F)cc2C)n(-c2ccccc2)n1 | 0.8 | -2.4 | 0 | -0.7 | 3 | -1.8 | / | 1 | 1
CCCn1nc(NC(=O)c2ccncc2)c2cc3ccccc3nc21 | 0.2 | -3.9 | -6 | -0.5 | -6 | 0.8 | -1.0 | 3 | 18
CC(=O)N1c2ccc(S(=O)(=O)NCCC(=O)Nc3ccc(Cl)cc3)cc2CC1C (stereo unspecified) | 0.0 | -5.0 | -1 | / | -5 | / | 0.9 | 0 | -8
O=P(OCC(F)(F)C(F)F)(N1CCCCC1)N1CCCCC1 | -0.9 | -2.1 | 1 | -1.6 | 2 | 0.4 | -0.8 | -3 | -5
O=S(=O)(O)c1ccc(O)c2cc(Nc3ccccc3)ccc12 | -2.0 | 59* | 9 | / | 2 | 10 | 1.7 | 14 | 7
O=C(CCN1CCCCC1)Nc1cccc(Cl)c1 | -0.3 | -0.6 | -11 | 0.6 | 0 | 0.4 | -1.3 | -1 | 2
CC(=O)c1cccc(-n2nnnc2SCC(=O)Nc2cccc(NC(=O)c3ccco3)c2)c1 | 0.0 | -8.9 | -17 | 1.7 | -2 | -0.2 | 1.3 | 6 | 3
CCOc1ccc(S(=O)(=O)n2nc(C)c(S(=O)(=O)N3CCOCC3)c2C)cc1 | -1.2 | -2.4 | -6 | -0.4 | -3 | 0.5 | -0.5 | -1 | -10
N#Cc1ccc(Cl)cc1NC(=O)CN1C(=O)C(=O)N(CCC2=CCCCC2)C1=O | -0.2 | -1.1 | 10 | / | -12 | / | -3.9 | 2 | 13
COc1cc(Cl)c(S(=O)(=O)N2CC(C)OC(C)C2)cc1Cl (stereo unspecified) | -1.2 | -3.5 | 0 | 0.9 | 3 | -0.2 | 0.5 | -2 | -6
CCCSC(=O)N(CC)CC(=O)Nc1c(CC)cccc1CC | 0.4 | 0.7 | 0 | 2.5 | -1 | -1.7 | 0.1 | 3 | -4
N#Cc1ccccc1NC(=O)COC(=O)c1ccc2c(c1)OCCO2 | -0.7 | -0.6 | 2 | 1.2 | 3 | 1.2 | -0.3 | 1 | 12
COc1c(Cl)cc(-c2noc(C)c2C(=O)NC(C)C)cc1Cl | -0.7 | 0.0 | 4 | -1.1 | 0 | -0.1 | 0.7 | 1 | 2

Molecules from the list above containing a nitro group on carbon:
SMILES | BoNT A protease | FadD28 FP inh | BoNT F protease | Mtb UGM inh | Anthrax LF prot | PfHsp40 rescue | BioA inh | FBA Mtb inh | GDH-TPI counter
COc1ccc(N=C2S/C(=C\c3ccc(Cl)c([N+](=O)[O-])c3)C(=O)N2CCN(C)C)cc1 | -1.0 | 2.4 | -13 | 0.2 | -9 | -0.4 | -0.4 | -2 | 10
N#C/C(=C/c1ccccc1)C(=O)OCC(=O)Nc1ccccc1[N+](=O)[O-] | -0.1 | -1.0 | -4 | 1.1 | -4 | -1.0 | -1.4 | -3 | 11

Additional results.
SMILES | BoNT A protease | FadD28 FP inh | BoNT F protease | Mtb UGM inh | Anthrax LF prot | PfHsp40 rescue | BioA inh | FBA Mtb inh | GDH-TPI counter
CCOC(=O)C1CN(S(=O)(=O)c2ccc(C)cc2)CCN1S(=O)(=O)c1ccc(C)cc1 (stereo unspecified) | -0.2 | -1.4 | 0 | -0.4 | -5 | 1.3 | 6.6 | -2 | -7
Cn1[nH]c(-c2ccccc2)c(/C=N/O)c1=O | -1.1 | -1.8 | 3 | -0.1 | 7 | 1.6 | / | 0 | -3
Cc1ccc(S(=O)(=O)NC2(C(=O)O)CCCC2)cc1 | -0.4 | -0.5 | -1 | / | 2 | -2.1 | / | -1 | 0
N#CCc1nn(Cc2ccc(F)cc2)c(=O)c2ccccc12 | 1.2 | 2.2 | -5 | 1.2 | -1 | 1.1 | 0.1 | 4 | -1
Cc1oc(-c2cccc(Cl)c2)nc1CN1CCC(C(=O)NCCCN2CCCC2=O)CC1 | -0.4 | 1.2 | 2 | -0.9 | -1 | -0.3 | 0.3 | 3 | -14
COc1ccc(CCNC(=S)NNC(=O)c2c(Br)c(C)nn2C)cc1OC | 3.5 | -2.6 | 5 | -1.8 | -1 | 0.0 | 1.8 | 2 | -5
COC(=O)C1=C(CS(=O)(=O)c2ccccc2)NC(=O)NC1c1ccc(OC)c(OC)c1 (stereo unspecified) | -0.4 | -2.5 | 1 | -0.9 | -4 | -1.0 | -0.1 | 1 | 7
CCCCNC(=O)C1CC(=O)N(CCc2ccccc2)C1 (stereo unspecified) | -0.6 | -3.4 | -2 | 2.7 | -2 | 0.6 | / | -2 | 2
CCN1CCN(CCCNC(=O)CCCn2nc(C)c3sc4ccccc4c3c2=O)CC1 | -0.1 | -5.1 | -3 | 0.5 | 4 | 0.6 | -1.1 | 5 | 7
CCCCNC(=O)Nc1cc(C(F)(F)F)c[nH]c1=O | -3.0 | -1.4 | -6 | 1.9 | -1 | -0.3 | / | 3 | 1
O=S(=O)(NC1CC2CCC1C2)c1ccc(Cl)cc1 (stereo unspecified) | -0.2 | -0.6 | -27 | 0.4 | -11 | 75* | 0.4 | -1 | 0
CCC(C)NC(=O)Cn1c(=O)n(CCCCC(=O)NCc2ccco2)c(=O)c2ccccc21 (stereo unspecified) | 1.3 | -1.6 | 10 | 0.3 | 7 | 0.4 | -2.7 | 4 | 14
CCOC(=O)c1sc(NC(=O)/C=C/c2cnn(CC)c2C)c(C(=O)OCC)c1C | 0.0 | 0.0 | -8 | -1.1 | -1 | -0.2 | / | 5 | 29
C=CCNc1nc(SCC=C)nc2ccsc12 | -0.3 | -2.3 | 1 | 2.9 | -6 | 1.9 | 3.5 | 1 | -1

Compounds as they come. About 4.7% of those tested had a hit in this group.
